ALDH1A1 block: inhibitors of human aldehyde dehydrogenase 1A1 | Potency, µM (series often up to 75.3 µM), for the others: at the top dose activity, negative = inhibition, usual class: inhibitors | 220,000 compounds, 7.3% hits | Purified ALDH1A1, NADH fluorescence, propionaldehyde substrate | P00352; active means well fitted inhibition curve with a large enough effect, not every such curve was filed as active; inconclusive means small, poorly fitted or top-dose-only effect, or another doubt; inactive means no such curve, though single readings can be large or run the other way;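 further: plate controls were no enzyme wells and a reference inhibitor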
Target sequence (P00352 whole entry, looked up): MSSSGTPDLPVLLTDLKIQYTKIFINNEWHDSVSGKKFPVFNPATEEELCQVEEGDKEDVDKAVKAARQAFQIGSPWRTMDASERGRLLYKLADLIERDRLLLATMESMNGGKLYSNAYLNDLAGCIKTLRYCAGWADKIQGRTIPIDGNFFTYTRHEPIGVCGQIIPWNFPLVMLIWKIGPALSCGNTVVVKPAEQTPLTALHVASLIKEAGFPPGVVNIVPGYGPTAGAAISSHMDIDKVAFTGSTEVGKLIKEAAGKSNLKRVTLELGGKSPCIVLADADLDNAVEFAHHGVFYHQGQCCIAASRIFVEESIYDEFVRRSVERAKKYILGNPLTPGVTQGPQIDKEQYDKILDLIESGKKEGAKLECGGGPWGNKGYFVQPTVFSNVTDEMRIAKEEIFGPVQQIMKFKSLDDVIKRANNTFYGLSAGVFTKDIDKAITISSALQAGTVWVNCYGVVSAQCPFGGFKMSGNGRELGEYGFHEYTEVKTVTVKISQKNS
GAA glycogen mod: GAA glycogen-cleavage inhibition or activation. P10253. recombinant GAA, glycogen substrate, Amplex Red glucose oxidase fluorescence. Potency, µM (top dose mostly 76.4 µM), for inactives: at the top dose activity change, negative = inhibition, hits mostly inhibitors. 300,000 compounds, 0.38% hits. AID 2100;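 further: 0% = full enzyme reaction and -100% = no-enzyme basal signal; the screen sought inhibitors and activators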
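Recombinant human enzyme (4 nM); glycogen substrate; 37 C, 40 min, pH 5.0. Readout: coupled glucose oxidase/Amplex Red fluorescence.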
JMJD2E inh: JMJD2E (human) inhibition. AID 2147. JMJD2E catalytic domain, FDH-coupled NADH fluorescence (FDH is formaldehyde dehydrogenase). Potency, µM (doses to about 57.1 µM), for the others: top-dose activity change, negative = inhibition, hits mostly inhibitors. 230,000 compounds, 1.6% hits; active means well fitted inhibition curve with a large enough effect, not every such curve was filed as active; inconclusive means small, poorly fitted or top-dose-only effect, or another doubt; inactive means no such curve, though single readings can be large or run the other way;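 further: 0% = wells with enzyme and -100% = buffer wells without enzyme; nearly all actives have a fitted effect of over 50% in size; many of its hits are not listed in these tables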
SMN2 splice enh: increases expression of the SMN2 splice variant; HEK293 SMN2-luciferase splicing reporter, luminescence, 30-36 h; Potency, µM (series often up to 46.1 µM), for the others: top-dose activity change, positive = activation, hits mostly activators; 210,000 compounds, 2.8% hits; AID 1458; further: % of control where 0% means no effect; nearly all actives have a fitted effect of over 55% in size
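HEK293 cells carry an SMN2 minigene-luciferase reporter in which exon 7 inclusion puts luciferase in frame. Cells were seeded at 2000 cells/well, attached for 10-12 hours, then exposed to compounds for 30-36 hours at 37C before ONE-Glo luminescence.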
GLA spleen mod: inhibits or activates alpha-galactosidase in human spleen homogenate; P06280; human spleen homogenate, 4MU-alpha-Gal fluorescence, 40 min; Potency, µM (doses to about 80 µM), inactives show at the highest dose activity change, negative = inhibition, usual class: inhibitors; 240,000 compounds, 0.008% hits; AID 2107;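 further: 0% = enzyme with vehicle and -100% = no enzyme basal signal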
Target sequence (P06280 32-429 limits assumed): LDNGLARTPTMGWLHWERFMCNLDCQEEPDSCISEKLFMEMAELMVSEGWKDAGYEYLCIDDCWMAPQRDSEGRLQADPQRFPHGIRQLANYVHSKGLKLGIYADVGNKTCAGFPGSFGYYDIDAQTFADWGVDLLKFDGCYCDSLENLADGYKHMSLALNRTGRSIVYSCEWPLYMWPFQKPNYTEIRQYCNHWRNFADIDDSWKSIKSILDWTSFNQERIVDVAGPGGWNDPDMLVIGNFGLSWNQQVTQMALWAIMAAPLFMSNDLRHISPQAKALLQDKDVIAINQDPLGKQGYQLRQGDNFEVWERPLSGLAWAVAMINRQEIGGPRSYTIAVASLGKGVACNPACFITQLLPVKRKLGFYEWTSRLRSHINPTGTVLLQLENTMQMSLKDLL
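qHTS titration in buffer at pH 5.0. Alpha-galactosidase activity in spleen homogenate was measured via 4-methylumbelliferone release from 1 mM fluorogenic substrate after 40 min at 37C and a pH 10 stop. AC50 came from Hill fits of control-normalized data.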
GoLoco inh red: blocks human Gai1 binding to RGS12 GoLoco peptide, red readout | P63096 | Gai1:RGS12 GoLoco peptide FP, rhodamine, 10 min | Potency, µM (titrated, usually from 61.6 µM), without a hit: at the top dose activity, negative = inhibition, most hits filed as inhibitors | 230,000 compounds, 0.44% hits; active means well fitted inhibition curve with a large enough effect, not every such curve was filed as active; inactive means no such curve, though single readings can be large or run the other way; further: on the % scale 0 is the no-effect control and ±100 the full control effect; nearly all actives have a fitted effect of over 30% in size; many of its hits are not listed in these tables
GAA spleen mod: lysosomal alpha-glucosidase (human) modulation; Potency, µM (highest dose often 79.9 µM), without a hit: at the top dose activity change, negative = inhibition, usual class: inhibitors; 240,000 compounds, 0.006% hits; AID 2112; human spleen homogenate, 4-MU-alpha-glucoside fluorescence; P10253;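 further: 0% = enzyme with vehicle and -100% = no enzyme basal signal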
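Enzyme source: human spleen homogenate, 1 ug/well. Buffer 50 mM citric acid/K phosphate pH 5.0, 0.01% Tween-20. 4-MU-alpha-glucoside 1 mM; 37 C x 40 min; NaOH/glycine stop; fluorescence.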
GAA inhib: blocks human lysosomal alpha-glucosidase. purified human GAA, 4-MU-alpha-glucoside fluorescence. Potency, µM (highest dose often 76.9 µM), for inactives: top-dose activity change, negative = inhibition, usual class: inhibitors. 200,000 compounds, 0.005% hits;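 further: plate controls were uninhibited enzyme wells for no effect and no-enzyme background for full effect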
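Read-out is 4-methylumbelliferone fluorescence (Ex 365/Em 440 nm) after NaOH/glycine stop at pH 10. Enzyme 4 nM, substrate 400 uM, pH 5.0 citrate buffer, 20 min room temperature; AC50 from Hill-equation concentration-response.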
The depositor's hits bear a star; ? = inconclusive; . = not tested or not shown; [ ] = dose if it differs, or a comment. Unless noted, the call rests on the fitted dose curve; in most records, active means well fitted curve in the direction sought with a large enough effect; inconclusive means small, poorly fitted or top-dose-only effect, or another doubt; inactive means no such curve, though single readings can be large; an effect the other way counts as inactive or inconclusive. Potency means the concentration at half of the fitted maximal effect.

SMILES	ALDH1A1 block	GAA glycogen mod	JMJD2E inh	SMN2 splice enh	GLA spleen mod	GoLoco inh red	GAA spleen mod	GAA inhib
Cc1ccc(C2C(C(=O)c3cccs3)=C(O)C(=O)N2c2cccc(C)n2)cc1 (stereo unspecified)	.	-3%	-2%	.	-6%	-4%	-9%	.
Cc1ccc(S(=O)(=O)N2CCSC2c2ccco2)cc1 (stereo unspecified)	?	-12%	3%	-7%	6%	9%	2%	-3%
COC(=O)c1ccc(C(=O)OC)c(NC(=O)N2c3ccccc3Sc3ccccc32)c1	-3%	0%	?	-8%	2%	8%	0%	4%
c1ccc(-n2ncc3c(NCCN4CCOCC4)ncnc32)cc1	?	11%	4%	.	6%	9%	3%	4%
COc1ccccc1C1C=C(c2ccc(C)cc2)Nc2nnnn21 (stereo unspecified)	14µM*	-7%	?	-5%	5%	8%	0%	0%
CN(C)S(=O)(=O)c1ccc(C(=O)Nc2ccccc2SCCC#N)cc1	16µM*	0%	3%	-26%	-3%	-4%	-2%	-6%
COc1ccccc1CNC(=O)CN(Cc1ccc(Cl)cc1)S(C)(=O)=O	15%	-11%	-11%	.	1%	7%	-20%	?
Cc1ccc(NC(=O)C(Cc2ccccc2)N2C(=O)C3C4CCC(C4)C3C2=O)cc1Cl (stereo unspecified)	?	-8%	3%	-9%	4%	2%	2%	-6%
Cc1nn(C)c(C)c1NC(=O)CCCSc1nc(-c2ccco2)cc(C(F)(F)F)n1	-2%	2%	-3%	-43%[inhibitor]	2%	10%	-25%	-3%
COc1cc(OC)cc(C(=O)NCc2ccc(-n3cccc3)cc2)c1	-5%	-10%	-4%	-26%	3%	5%	2%	-3%
CC(=O)Nc1ccc(S(=O)(=O)N2CCN(c3cc4c(cc3[N+](=O)[O-])n(C)c(=O)n4C)CC2)cc1	-4%	-22%	-6%	-21%	3%	-3%	-21%	?
Cc1cccc(OCCCn2c(=O)oc3ccc(C)cc32)c1	-5%	-10%	-7%	.	4%	-5%	0%	-7%
CCOC(=O)CN1NC2(CCC(C(C)(C)C)CC2)NC1=S (stereo unspecified)	?	?	?	16%	-2%	10%	-4%	1%
O/N=C1\CC/C(=N\O)c2nn(-c3ccc(Cl)cc3Cl)nc21	4%	-7%	8%	-19%	-4%	-1%	-7%	-3%
CCN1CCN(c2ncnc3sc(C(=O)Nc4ccccc4F)c(C)c23)CC1	-5%	2%	-1%	-1%	-8%	2%	-7%	-3%
O=C(c1ccccc1)N(Cc1ccc(F)cc1)Cc1nc2ccccc2c(=O)[nH]1	-10%	-3%	4%	-10%	1%	4%	1%	4%
O=C1CCCC2CCCCN12 (stereo unspecified)	0%[186 µM]	.	.	.	0%[251 µM]	2%[186 µM]	14%[251 µM]	.
COC(=O)c1ccccc1NC(=O)COC(C)=O	5.6µM*	9%	-8%	-4%	2%	-2%	-1%	-11%
CC(C)CC1(C(=O)NCC2CC2)C=CCN1C(=O)c1ccccc1 (stereo unspecified)	25µM*	.	-11%	13µM*	2%	-34%	-4%	.
CCc1ccc(/C([O-])=C(/C(=S)NCCN2CCOCC2)[n+]2ccccc2)cc1	?	0%	-2%	9%	5%	2%	5%	-5%
CCN(CC)C(=O)CSc1ncnc2c1cnn2Cc1ccccc1	?	8%	3%	-58%[inhibitor]	-1%	2%	-12%	-4%
CCC(C)c1ccc(NC(=O)C2CCN(c3ccc(C(F)(F)F)cn3)CC2)cc1 (stereo unspecified)	5%	3%	-4%	-37%[inhibitor]	-2%	3%	-2%	0%
O=c1c(Br)c(N2CCCC2)cnn1-c1ccccc1	-5%	-12%	3%	11µM*	-3%	11%	-2%	-2%
Clc1cccc(CN2CCC(Cc3ccccc3)CC2)c1	20µM*	18%	?	.	?	.	-14%	?
O=C(COC(=O)Cc1ccccc1F)Nc1ccc(SC(F)F)cc1	-7%	-2%	0%	?	-3%	-12%	0%	5%
O=C(N/N=C/c1c[nH]c2ccc(Br)cc12)c1ccn(Cc2ccc(Cl)cc2)n1	1%	-4%	-28%	-12%	5%	8%	-1%	-7%
O=C(NC1CCCC1)C(c1ccccc1)N(C(=O)c1ccno1)c1ccccc1 (stereo unspecified)	13%	-7%	-2%	-6%	-13%	-5%	-9%	-10%
COC(=O)c1ccccc1NC(=O)COC(=O)c1ccco1	?	6%	?	-27%	1%	22%	-7%	-1%
CCC12CN(S(=O)(=O)c3ccc(C)cc3)CC(CC)(CN(S(=O)(=O)c3ccc(C)cc3)C1)C2=O	-14%	3%	7%	-4%	-15%	7%	-4%	-10%
O=C1C(NS(=O)(=O)c2cccs2)=C(N2CCN(c3cccc(Cl)c3)CC2)C(=O)c2ccccc21	3.2µM*	-12%	-17%	-42%[inhibitor]	4%	-2%	-2%	-9%
CCOc1ccc(OCCOCCOc2ccccc2Cl)cc1	4%	0%	5%	-5%	2%	-3%	-4%	4%
CC(=O)Nc1ccc(S(=O)(=O)N2CCN(C3CCCCCCC3)CC2)cc1	?	8%	-11%	-33%[inhibitor]	-3%	-13%	-5%	-14%
COc1ccc(C2=Nc3cc(C)ccc3OC2)cc1	?	?	?	2.8µM*	16%	0%	-4%	-11%
O=C(Nc1ccccc1)C1=C[C@H](c2ccccc2)C[C@H](OCc2ccc(CO)cc2)O1	?	-16%	5%	.	5%	-3%	6%	.
Cc1ccc(/C=N/NC(=O)CSc2nc3nc(C)cc(C)n3n2)cc1	-3%	-9%	2%	-3%	2%	4%	2%	-3%
O=C(COC(=O)c1ccccc1C(=O)c1ccccc1)NCCc1ccccc1	-3%	4%	0%	-5%	-1%	5%	-1%	-5%
Cc1ccc(C(=O)Nc2cc([N+](=O)[O-])ccc2F)s1	-1%	0%	-3%	-9%	3%	4%	4%	3%
Cc1cccc2c(N=Nc3ccc(S(=O)(=O)Nc4ccc(Cl)cc4)cc3[N+](=O)[O-])c(O)[nH]c12	5%	-1%	9%	5%	9%	-1%	-1%	-5%
O=C(c1ccccn1)N(Cc1cc2ccccc2[nH]c1=O)C1CCCCC1	-10%	-8%	?	-10%	-14%	-9%	-14%	-5%
CCCCc1ccc(/C=C(\C#N)C(N)=S)s1	?	3%	-17%	-3%	-2%	13%	-4%	15%
NNC(=O)c1n[nH]c(=O)c2ccccc12	.	-22%	48%[activator]	.	-5%	5%	2%	.
CN1CCN(CC(O)COc2ccc(Cl)cc2)CC1 (stereo unspecified)	15%	5%	7%	-6%	11%	6%	1%	-5%
O=C(Nc1ccccc1)C1CC2CCCC(C1)C2=O (stereo unspecified)	2%	7%	-2%	31%	-7%	6%	-2%	11%
O=C(NC1CCN(C(=O)Nc2ccccc2Cl)CC1)c1ccccc1	5%	-5%	-4%	-13%	-1%	-1%	2%	3%
CC(C)(C)SCCNC(=O)CN(c1ccc(F)c(Cl)c1)S(C)(=O)=O	7%	-5%	5%	-2%	4%	-12%	0%	8%
CN(C)c1cc[n+](CC(=O)N2CCCc3ccccc32)cc1	-4%	5%	5%	-12%	1%	14%	.	-1%
COC(=O)c1cc(NC(C)=O)ccc1N1CCOCC1	7%	-10%	-16%	-6%	-9%	21%	2%	12%
O=C(NCC1CCCO1)c1onc(CSc2ccccc2)c1C(=O)O (stereo unspecified)	-5%	-5%	8%	-6%	-2%	8%	4%	5%
CCCNC(=O)Cn1sc2nc(C)cc(C)c2c1=O	.	4%	?	.	-21%	7.9µM*	6%	.
Cc1nnc(SCC(=O)NCc2ccccc2)[nH]c1=O	1%	9%	1%	?	-1%	1%	-4%	-1%

A draw from above in order of formula weight, falling:
SMILES	ALDH1A1 block	GAA glycogen mod	JMJD2E inh	SMN2 splice enh	GLA spleen mod	GoLoco inh red	GAA spleen mod	GAA inhib
Cc1cccc2c(N=Nc3ccc(S(=O)(=O)Nc4ccc(Cl)cc4)cc3[N+](=O)[O-])c(O)[nH]c12	5%	-1%	9%	5%	9%	-1%	-1%	-5%
CC(C)(C)SCCNC(=O)CN(c1ccc(F)c(Cl)c1)S(C)(=O)=O	7%	-5%	5%	-2%	4%	-12%	0%	8%
O=C(COC(=O)c1ccccc1C(=O)c1ccccc1)NCCc1ccccc1	-3%	4%	0%	-5%	-1%	5%	-1%	-5%
O=C(c1ccccn1)N(Cc1cc2ccccc2[nH]c1=O)C1CCCCC1	-10%	-8%	?	-10%	-14%	-9%	-14%	-5%
O=C(NC1CCN(C(=O)Nc2ccccc2Cl)CC1)c1ccccc1	5%	-5%	-4%	-13%	-1%	-1%	2%	3%
Cc1nnc(SCC(=O)NCc2ccccc2)[nH]c1=O	1%	9%	1%	?	-1%	1%	-4%	-1%
CN1CCN(CC(O)COc2ccc(Cl)cc2)CC1 (stereo unspecified)	15%	5%	7%	-6%	11%	6%	1%	-5%
Cc1ccc(C(=O)Nc2cc([N+](=O)[O-])ccc2F)s1	-1%	0%	-3%	-9%	3%	4%	4%	3%
COC(=O)c1cc(NC(C)=O)ccc1N1CCOCC1	7%	-10%	-16%	-6%	-9%	21%	2%	12%
O=C(Nc1ccccc1)C1CC2CCCC(C1)C2=O (stereo unspecified)	2%	7%	-2%	31%	-7%	6%	-2%	11%
CCCCc1ccc(/C=C(\C#N)C(N)=S)s1	?	3%	-17%	-3%	-2%	13%	-4%	15%
NNC(=O)c1n[nH]c(=O)c2ccccc12	.	-22%	48%[activator]	.	-5%	5%	2%	.

Continued:
SMILES	ALDH1A1 block	GAA glycogen mod	JMJD2E inh	SMN2 splice enh	GLA spleen mod	GoLoco inh red	GAA spleen mod	GAA inhib
O=C(CCn1cccc1)Nc1cccc(F)c1	-1%	6%	1%	-11%	2%	2%	-1%	-4%
CC(=O)c1cc(-c2ccccc2)n(CC(=O)NC(C)(C)C)c1C	6%	-18%	-9%	-24%	4%	-2%	8%	-10%
Cc1noc(C)c1COc1ccc(CC(=O)NC2CCCCCC2)cc1	1%	5%	12%	-59%[inhibitor]	2%	2%	1%	-1%
N#C/C(=N\Nc1ccccc1)C(N)=S	.	?	?	.	-5%	-14%	-8%	.
CN(C)Cc1nc2c(c(=O)[nH]1)C(C)(C)Cc1ccccc1-2	?	-3%	5%	-20%	6%	9%	12%	6%

A portion of the library. The share of hits here may be higher or lower than overall.
